Compound activity from PubChem BioAssay.
ROMK mod – human ROMK K+ channel modulation, primary screen; Tet-inducible ROMK, thallium flux fluorescence; actives lie on both sides; B-score at 10 µM; hit rate 2% among 130,000; AID 1918;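 active means signal ratio slope over the read window, or its plate-corrected B-score, at least 3 SD from the plate mean, either direction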;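 further: B-score of the F/F0 ratio slope over 7 to 12 s after thallium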
Target sequence (P48048 whole entry, looked up): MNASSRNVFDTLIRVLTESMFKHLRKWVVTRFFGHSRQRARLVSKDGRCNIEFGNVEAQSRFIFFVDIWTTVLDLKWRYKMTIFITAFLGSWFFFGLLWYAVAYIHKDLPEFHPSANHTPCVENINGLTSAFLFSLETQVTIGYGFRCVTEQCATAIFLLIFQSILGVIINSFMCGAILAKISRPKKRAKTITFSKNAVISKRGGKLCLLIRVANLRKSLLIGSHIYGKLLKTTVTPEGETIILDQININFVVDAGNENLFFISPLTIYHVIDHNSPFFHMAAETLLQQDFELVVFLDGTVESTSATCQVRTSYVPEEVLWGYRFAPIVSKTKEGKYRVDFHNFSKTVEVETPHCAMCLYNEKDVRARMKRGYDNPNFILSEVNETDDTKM
STAT1 act – STAT1 signaling activation; NIH 3T3 STAT1-luciferase reporter, IFN-gamma, luminescence; 100% = IFN-gamma alone, no compound; activation (% of control), % at 5.5 µM; hit rate 2.6% among 200,000; AID 932;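 active means activation above the screen-wide mean activation plus 3 SD, cut at about 130% in these data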;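 further: raw ratio to IFN-gamma control signal so 100% means no change and 0% no light; values of inactives mirror those of a sister screen read the other way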
FLuc inhib CS – counter-screen for luciferase assay inhibitors: firefly luciferase inhibition. P08659. ATPLite firefly luciferase biochemical luminescence, 10 min. inhibition, % at 10 µM. hit rate 1.5% among 200,000;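 active means inhibition above about 50% when tested at 10 µM, limit read from the data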
Target sequence (P08659 whole entry, looked up): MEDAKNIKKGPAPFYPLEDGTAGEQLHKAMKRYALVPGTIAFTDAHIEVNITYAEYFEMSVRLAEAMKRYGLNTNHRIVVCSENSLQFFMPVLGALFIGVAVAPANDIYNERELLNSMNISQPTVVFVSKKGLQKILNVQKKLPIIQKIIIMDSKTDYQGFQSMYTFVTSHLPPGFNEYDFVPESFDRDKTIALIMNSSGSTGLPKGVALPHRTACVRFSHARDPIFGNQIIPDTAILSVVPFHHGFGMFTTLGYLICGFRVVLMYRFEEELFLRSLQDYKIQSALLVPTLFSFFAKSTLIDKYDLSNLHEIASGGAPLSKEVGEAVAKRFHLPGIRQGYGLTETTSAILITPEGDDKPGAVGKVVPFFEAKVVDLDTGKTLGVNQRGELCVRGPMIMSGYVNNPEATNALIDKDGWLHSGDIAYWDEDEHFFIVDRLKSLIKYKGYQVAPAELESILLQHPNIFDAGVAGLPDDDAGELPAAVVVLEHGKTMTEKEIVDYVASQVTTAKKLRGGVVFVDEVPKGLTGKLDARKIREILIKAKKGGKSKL
FLuc act counter – firefly luciferase counter-screen for stimulation assays; P08659; ATPlite luciferase biochemical, luminescence, 10 min; 0 = ATP-free wells, 1 = DMSO control; activation factor at 10 µM; 200,000 tested, under 10 active;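 active means luciferase activation factor, scaled between plate controls, of at least 2 with compound at 10 µM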
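assay system = Luciferase/luciferin detection reagent, cell-free biochemical luciferase assay | also added = ATP substrate | times = 10 min post-reagent at room temperature | measured by = luminescence from luciferase reaction | measure = luciferase activation, seen as luminescence increase over controls | benchmarks = low control with PBS replacing ATP, high control enzyme plus ATP without compound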
APP 5'UTR act – APP 5'UTR luciferase reporter activation; hit rate 1% among 190,000; SH-SY5Y APP 5'UTR luciferase reporter, luminescence; zero percent = DMSO vehicle wells; activation, % at 2 µM; AID 1276;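 active means activation above a set limit, based on mean plus 3 SD of controls, cut at about 140% in these data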; further: values of inactives mirror those of a sister screen read the other way
STAT3 inh – inhibitors of IL-6 induced STAT3 signaling; hit rate 0.89% among 190,000; U3A cells, IL-6 STAT3-luciferase reporter, luminescence; host cell line lacks STAT1; inhibition, % at 5.5 µM;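 active means inhibition above the mean inhibition across all screened compounds plus 3 SD, cut at about 44% in these data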;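 further: 0% = DMSO only wells and 100% = 100 µM nifuroxazide control wells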
NF-kB neuron act – raises NF-kB expression in human neuronal cells. hit rate 1.6% among 190,000. NF-kB reporter expression; stronger effect = higher value. AID 1239. fold change at 12.5 µM; in the data active means fold change above about 3.3
STAT3 act – activators of IL-6 induced STAT3 signaling | AID 871 | U3A cells, IL-6 STAT3-luciferase reporter, luminescence; 100% = signal with IL-6 EC80 alone | hit rate 0.91% among 190,000 | activation (% of control), % at 5.6 µM;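 active means activation above the screen-wide mean of compound activation plus 3 SD, cut at about 130% in these data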;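 further: 0% = background luminescence of wells with medium and substrate only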
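System – human U3A cells carrying STAT3-luciferase construct · Probe or stimulus – Interleukin-6, 33 ng/mL · Schedule – compound 1 h, then IL-6 6 h at 37 °C · Signal – luminescence from STAT3-driven luciferase reporter · Evaluation – percent of IL-6-only median luminescence · Benchmarks – IL-6-only high control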
APP transl inh – APP translation inhibition | SH-SY5Y APP 5'UTR-luciferase reporter, luminescence | inhibition, % at 2 µM | hit rate 0.82% among 190,000 | AID 1285;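 active means inhibition above a set limit, derived from the sample mean plus 3 SD, cut at about 45% in these data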; further: values of inactives mirror those of a sister screen read the other way
STAT1 blocker – STAT1 signaling inhibition; AID 920; inhibition, % at 5.5 µM; hit rate 0.35% among 200,000; NIH 3T3 STAT1-luciferase reporter, IFN-gamma, luminescence;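 active means inhibition above a set limit, the mean inhibition across all tested compounds plus 3 SD, cut at about 34% in these data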;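 further: 0% = IFN-gamma with DMSO and 100% = IFN-gamma with 300 µM nifuroxazide; values of inactives mirror those of a sister screen read the other way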
Active calls of the source: *; · = not tested or not shown. Not a hit list; any-hit rate near 7.1%.

SMILES,ROMK mod,STAT1 act,FLuc inhib CS,FLuc act counter,APP 5'UTR act,STAT3 inh,NF-kB neuron act,STAT3 act,APP transl inh,STAT1 blocker
CC(=O)Nc1ccc(Nc2nc(C)c([N+](=O)[O-])c(Nc3ccccc3)n2)cc1,0.016,103,-7,1.1,-17,14,0.32,87,17,-3
CCN(CC)C(=O)CSc1nnc2sc3ccccc3n12,·,99,-4,1,-1,-4,·,109,1,0
CCCCCc1c(C)nc(N2CCc3ccccc32)[nH]c1=O,0.092,99,-8,1.1,4,16,1,89,-4,1
COc1cc2[nH]c3c(=O)n4c(nc3c2cc1OC)SCCC4,-0.15,56,14,0.9,22,77*,0.89,36,-22,48*
Cc1ccc(C(=O)NN2CC(O)=C(c3nc(-c4cccc([N+](=O)[O-])c4)cs3)C2=N)cc1,0.36,104,-8,1.1,6,5,·,100,-6,-6
COc1ccc(Cn2nnnc2C(c2ccccc2Cl)N2CCN(C)CC2)cc1 (configuration not stated),·,102,-6,1.1,1,13,1.3,94,-1,-1
O=C(O)C1CCCCC1C(=O)Nc1nc(-c2cccs2)cs1 (configuration not stated),·,99,-5,1,-2,9,1,95,2,5
COc1ccc(CCn2c(C)nc3ccccc3c2=O)cc1OC,1.3,104,2,1,17,5,0.76,98,-17,-4
Cc1nnc(SCC(=O)N2CC(=O)Nc3ccccc32)n1-c1ccccc1,1.2,98,-8,1.1,9,6,1.1,98,-10,0
COc1ccc(NC(=O)CSc2nc3ccccc3n2-c2ccccc2)c([N+](=O)[O-])c1,·,103,-9,1.1,-9,-11,0.81,108,10,-4
CCOC(=O)c1c(-c2ccc(OC)cc2)csc1NC(=O)CSc1nnc(C)c(=O)[nH]1,0.39,94,-4,1,6,6,1.1,99,-6,4
CC1CC(C)CN(C(=O)c2cc3cc(Br)cc(Br)c3o2)C1 (configuration not stated),0.012,111,-2,1,37,25,2.3,84,-37,-12
Cc1ccc(O)c(C(=O)c2cnn(-c3ccccc3)c2)c1,·,102,0,1,-8,18,1.8,91,8,-2
COc1cc(SC)ccc1C(=O)Nc1cccc(C)n1,-0.44,144*,70*,0.3,244*,12,1,92,-244,-50
c1csc(-c2nnc(COc3ccc4c(c3)OCO4)o2)c1,0.068,119,5,0.9,1,0,1.1,107,-1,-22
Cc1ccc(N2CC(C(=O)O)CC2=O)cc1 (configuration not stated),-0.11,104,0,1,3,-1,1.4,101,-3,-3
O=C(CSc1nnc(-c2cccs2)o1)Nc1cccc(S(=O)(=O)N2CCCCC2)c1,1.1,98,-1,1,16,-8,1.3,104,-16,3
Cc1cc(C)nc(NC(=O)CSc2nc3cc(Cl)ccc3s2)n1,-0.67,108,-3,1,-23,-8,1.4,112,23,-9
CCOC(=O)c1c(-c2ccc(OC)cc2)cn2ccccc12,-0.023,101,2,1,2,22,1.2,88,-2,-1
N#Cc1ccsc1NC(=O)CN1CCN(c2ccccc2)CC1,-0.44,104,-5,1,5,-3,1.4,101,-5,-4
O=C(O)c1ccc2c(c1)ncn2C1CCCC1,-0.038,120,2,1,2,-1,1,102,-2,-23
Cc1cc(NC(=O)CSc2ccc3ccccc3c2)no1,-1,97,-2,1,2,-4,1,109,-2,3
O=C(Nc1ccc2nsnc2c1)N1CCCCC1,1.1,107,0,1,4,10,1.4,97,-4,-7
CC(=O)Nc1ccc(OC(=O)c2cccs2)cc1,·,98,7,0.9,-2,6,1.1,94,2,2
CC(C)CN(C(=O)CN1CCN(c2ccc(F)cc2)CC1)c1c(N)n(CC(C)C)c(=O)[nH]c1=O,·,96,3,1,-8,-3,1.1,102,8,5
CC1=C(C(=O)OC(C)C)C(c2cncc(-c3ccc(F)cc3)c2)C(C#N)=C(N)O1 (configuration not stated),·,96,-7,1.1,5,7,1.1,96,-4,4
N=c1c2c(-c3ccccc3)c(-c3ccccc3)n(Cc3ccco3)c2ncn1Cc1ccco1,·,105,-19,1.2,-4,-7,1.4,112,4,-4
c1ccc(Cc2cc(-c3ccccc3)on2)cc1,·,132*,10,0.9,33,-15,1.9,115,-33,-35
CCCCN(CC)CCCNC(=O)c1cc2cc3ccc(OC)cc3nc2o1,·,118,-6,1.1,-7,0,1.2,103,7,-19
CCc1nnc(NC(=O)C(NC(=O)c2ccccc2Cl)C(C)C)s1 (configuration not stated),0.15,93,-9,1.1,-10,7,0.99,103,10,6

Record cards, from the list above. Values in the order: ROMK mod	STAT1 act	FLuc inhib CS	FLuc act counter	APP 5'UTR act	STAT3 inh	NF-kB neuron act	STAT3 act	APP transl inh	STAT1 blocker
Shown for `COc1ccc(NC(=O)CSc2nc3ccccc3n2-c2ccccc2)c([N+](=O)[O-])c1` → ·	103	-9	1.1	-9	-11	0.81	108	10	-4
Shown for `Cc1nnc(SCC(=O)N2CC(=O)Nc3ccccc32)n1-c1ccccc1` → 1.2	98	-8	1.1	9	6	1.1	98	-10	0

Continued.
SMILES,ROMK mod,STAT1 act,FLuc inhib CS,FLuc act counter,APP 5'UTR act,STAT3 inh,NF-kB neuron act,STAT3 act,APP transl inh,STAT1 blocker
O=C(NCCCn1ccnc1)c1noc2c1CCc1ccccc1-2,·,101,-8,1.1,13,14,1,91,-13,-1
COC(=O)C1=C(C)NC(C)=C(C(=O)OC)C1C(=O)OCCN1C(=O)c2ccccc2C1=O,0.58,97,-3,1,8,2,1.2,102,-8,4
CC1CCN(S(=O)(=O)c2ccc3c(c2)c(=O)c(C(=O)NC2CCCC2)cn3C)CC1,0.17,92,-8,1.1,-5,-11,0.8,110,5,8
CC1CCN(c2nc(/C=C/c3ccccc3)nc3ccccc23)CC1,·,105,-6,1.1,1,-14,1.1,108,-1,-6
Cn1ncc(Cl)c1C(=O)Nc1ccncc1,0.85,95,-4,1,1,7,1,98,-1,5
C/C(=C\c1ccccc1)C(=O)n1nnc2ccccc21,·,95,2,1,11,8,1.1,97,-11,5
Clc1cc2nc3ccccn3c2cc1Cl,·,121,1,1,10,29,1.6,78,-10,-23
COc1ccc(C(=O)c2sc(Nc3cccc(OC)c3)c(C(=O)Nc3cccc(C)c3C)c2N)cc1,0.84,98,-5,1,·,3,1,96,·,2
CCCCOc1ccc(C(O)(CCC)CCN2CCOCC2)cc1 (configuration not stated),-1,97,-7,1.1,-7,6,1.2,98,7,3
COC(=O)Cn1c(=NC(=O)c2cccc(OC)c2)sc2cc(OC)ccc21,·,106,8,0.9,20,-3,0.94,102,-20,-7
O=[N+]([O-])c1cc(/C=N/O)ccc1SCc1ccccc1Cl,·,102,-9,1.1,-7,-1,1,102,7,-2
O=C(COC(=O)COc1ccccc1Cl)Nc1ccccc1OC(F)F,0.41,94,-4,1,-13,-18,1.3,115,13,6
Cc1cccc(NC(=O)C2CCCN(S(=O)(=O)c3cccc4nsnc34)C2)c1 (configuration not stated),-0.27,99,-7,1.1,-14,7,0.72,100,14,1
CNc1nnc(CSc2nc3ccccc3s2)s1,0.35,124,5,0.9,22,2,1.7,101,-22,-22
CC1(C)Cc2ccccc2C2CC(O)C(=O)N21 (configuration not stated),·,94,-4,1,-4,1,1.1,104,4,7
O=c1c2ccccc2nc(-c2ccccc2)n1CCCN1CCOCC1,-0.16,96,-4,1,15,-1,1,103,-15,4
COC(=O)c1c(NC(=O)C2CC2)sc2c1CCN(C(C)=O)C2,·,96,-1,1,-23,18,1.1,92,23,5
O=C(c1cc2ncccn2n1)N1CCc2c([nH]c3ccccc23)C1c1ccccc1F (configuration not stated),·,102,-5,1,-9,-35,0.86,132,9,-4
COc1ccc(C(=O)/C=C/Nc2c(C)n(C)n(-c3ccccc3)c2=O)cc1OC,0.82,103,-5,1,-12,-2,0.99,104,12,-4
N#Cc1ccc(-n2c(-c3ccccc3)nnc2-c2ccccc2)cc1C#N,-1.2,98,5,1,7,14,1.2,91,-7,-6
Cn1c(=O)cc(N)n(Cc2ccccc2)c1=O,0.0047,101,-2,1,-3,-4,1.3,101,3,-1
Cc1ccc(C2CC(c3ccccc3)=NN2c2ccccc2)o1 (configuration not stated),-0.61,102,-4,1,-7,2,0.97,98,7,-2
CCOC(=O)N1CCN(C(=O)CCc2c(C)nc3nc(C)nn3c2C)CC1,·,103,-8,1.1,-7,8,1.1,101,7,-3
CC(C)(C)NC(=O)C(=O)NNC(=O)c1cccc(Br)c1,0.21,110,3,1,-1,14,0.99,98,2,-11
Cn1nc(C(=O)NCC2CCCO2)c2ccccc2c1=O (configuration not stated),·,95,-6,1.1,8,7,0.97,99,-8,5
CC1(C)Cc2ccccc2C(=NCCCCCC(=O)O)N1,0.23,99,-6,1.1,-9,6,1,98,9,0
CCCc1cc(N2CCCC(C(=O)NCc3ccc4c(c3)OCO4)C2)n2ncnc2n1 (configuration not stated),-0.17,94,-4,1,8,2,0.95,104,-8,6
O=S(=O)(CCc1nc2ccccc2o1)c1ccc(Cl)cc1,-0.61,95,-3,1,·,6,1.2,97,-1,2
COc1cc2c3nnc(-c4ccc(F)cc4)c-3cn(Cc3cccc(F)c3)c2cc1OC,-2.3,102,0,1,-27,-9,1.3,112,27,-3
Cc1ccc(CSCCNC(=O)/C=C/c2ccccc2Cl)cc1,1.6,102,-1,1,6,5,1.1,103,-6,-2
CCN(CC)CCN1C(=O)C(=O)/C(=C(/O)c2ccc(OC(C)C)cc2)C1c1ccncc1 (configuration not stated),-0.54,98,-6,1.1,-18,-4,1.2,103,18,4
C[C@]1(C(=O)NCCc2c[nH]c3ccccc23)C=C[C@@H](Cc2ccccc2)N1C(=O)c1ccccc1,-1.5,95,5,0.9,2,-7,1.1,104,-2,6
COc1ccc(NS(=O)(=O)c2cccc(C(=O)N/N=C/c3cccs3)c2)cc1,·,107,-2,1,8,-2,0.98,102,-8,-8
Cc1ccc(C2=N/C(=C\N3CCCCC3)C(=O)O2)cc1,·,142*,22,0.8,100,8,3.3,100,-100,-45
CN(CC(=O)Nc1ccccc1Br)Cc1nc2ccccc2c(=O)[nH]1,-0.27,101,-10,1.1,-2,11,0.92,95,2,-1
COc1ccc(-n2nc(C(=O)NCC(=O)Nc3cccc(NC(C)=O)c3)c3ccccc3c2=O)cc1,0.46,99,-8,1.1,-13,10,1.1,98,13,0
Nn1c(COc2ccccc2)nnc1SCc1cc(=O)[nH]c2ccccc12,-0.28,99,-5,1.1,8,19,1.3,88,-8,1
Cn1c(Cn2c(=O)sc3ccccc32)nnc1SCC(=O)N1CCCc2ccccc21,·,103,-6,1.1,-6,-11,0.99,109,6,-3
Cc1cccc(NC(=O)c2c(O)c3cccc4c3n(c2=O)CCC4)n1,·,96,-6,1.1,12,-4,1.4,107,-12,4
